SKKanGAS inh = inhibitors of SKKanGAS S. pyogenes growth in kanamycin (SK-promoter or general growth effect). 300,000 compounds, 1.3% hits. BacTiter-Glo, 6 h. inhibition, % at 7.5 µM;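 active means mean replicate score, as percent of positive control median, at least 50; inconclusive means mean below 50 but one replicate at or above 50; inactive means mean and every replicate below 50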;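 further: strain carries kanamycin resistance gene driven by streptokinase promoter and grows in 40 µg/ml kanamycin; loss of luminescence reflects streptokinase promoter inhibition or plain growth inhibition; 0% = median of DMSO wells and 100% = positive control at its reference dose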
RGS4 act = potentiators or activators of RGS4; HEK293 M3R/inducible RGS4, carbachol calcium flux Fluo4; stronger effect = lower value; B-score at 10 µM; 310,000 compounds, 0.92% hits; AID 463111;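 active means B-score of the integrated calcium signal more than 4 SD below the library mean, with starting fluorescence not abnormally high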;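 further: negative B-score means reduced calcium response which marks RGS4 activation or potentiation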
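Assay system: Inducible-RGS4 HEK293 cells carrying M3 receptor | Schedule: Compound preincubation 20 min at room temperature before agonist | Signal: Kinetic calcium fluorescence imaging with Fluo4-AM dye, 2 µM | Read-out basis: B score from integrated fluorescence ratio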
KCNK9 block = inhibitors of human KCNK9 two-pore domain potassium channel | AID 488922 | 310,000 compounds, 1.2% hits | HEK293 KCNK9, FluxOR thallium flux fluorescence; stronger effect = lower value | B-score at 10 µM | Q9NPC2;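 active means ratio B-score over 3 SD below the library mean, with starting fluorescence within 5 SD of its mean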;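 further: negative B-score means less thallium flux so channel inhibition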
Target sequence (Q9NPC2 whole entry, looked up, the tested form may be a part): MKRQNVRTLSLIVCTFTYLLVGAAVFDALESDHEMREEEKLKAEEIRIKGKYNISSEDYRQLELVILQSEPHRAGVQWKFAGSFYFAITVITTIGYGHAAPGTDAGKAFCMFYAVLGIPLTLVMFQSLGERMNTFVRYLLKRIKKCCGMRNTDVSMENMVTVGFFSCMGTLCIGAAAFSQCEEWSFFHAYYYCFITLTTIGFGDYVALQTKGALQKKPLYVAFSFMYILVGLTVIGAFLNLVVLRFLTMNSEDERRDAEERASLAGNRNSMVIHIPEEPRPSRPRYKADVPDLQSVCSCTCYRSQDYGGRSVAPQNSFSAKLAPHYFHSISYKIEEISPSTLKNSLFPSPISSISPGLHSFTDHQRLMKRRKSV
HDAC3 inhib = inhibitors of human histone deacetylase 3; inhibition, % at 8.3 µM; 320,000 compounds, 0.15% hits; recombinant HDAC3, fluorogenic peptide/trypsin coupled, fluorescence; in the data active means inhibition above about 26%, passing the limit was not always enough; inconclusive means no clear call, values can overlap the other calls
Target sequence (O15379 whole entry, looked up): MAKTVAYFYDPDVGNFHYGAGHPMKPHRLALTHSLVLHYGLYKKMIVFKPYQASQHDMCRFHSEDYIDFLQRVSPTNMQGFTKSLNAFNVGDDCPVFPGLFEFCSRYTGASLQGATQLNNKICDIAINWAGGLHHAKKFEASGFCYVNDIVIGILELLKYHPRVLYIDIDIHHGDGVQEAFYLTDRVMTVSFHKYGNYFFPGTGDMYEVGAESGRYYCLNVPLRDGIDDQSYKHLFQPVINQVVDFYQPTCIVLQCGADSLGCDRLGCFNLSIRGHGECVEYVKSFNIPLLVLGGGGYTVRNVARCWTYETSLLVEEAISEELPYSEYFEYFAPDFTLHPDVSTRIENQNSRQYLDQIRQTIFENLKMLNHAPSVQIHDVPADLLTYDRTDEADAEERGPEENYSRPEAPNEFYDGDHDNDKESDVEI
ANO1 block = mouse TMEM16A channel inhibition, primary screen. AID 588511. 310,000 compounds, 1.2% hits. normalized B-score (activity score, 25-100; higher = stronger inhibition) at 10 µM. HEK293 TMEM16A/YFP iodide influx fluorescence, ionomycin. Q8BHY3;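 active means ratio plate-corrected score three or more library SD toward inhibition, starting fluorescence score within five deviations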;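 further: score derived from kinetic fluorescence span divided by baseline fluorescence per well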
KCNK3 block = human KCNK3 channel inhibition, primary screen; O14649; CHO-KCNK3 thallium flux, FluxOR fluorescence; stronger effect = lower value; B-score at 10 µM; 340,000 compounds, 0.84% hits;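 active means B-score under library mean minus 4 SD, starting fluorescence ratio at most library mean plus 5 SD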;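 further: more negative B-score means stronger inhibition of thallium flux through KCNK3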
KCNQ1 block = inhibitors of human KCNQ1 potassium channel; P51787; CHO-K1 KCNQ1, FluxOR thallium flux fluorescence; stronger effect = higher value; B-score at 10 µM; 310,000 compounds, 1.3% hits;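 active means compounds whose thallium flux B-score, printed positive for inhibition, exceeds three library SD while starting fluorescence stays within three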;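 further: channel opened by potassium depolarization with thallium stimulus after 20 min compound exposure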
KCNQ1 act = potentiates or activates the human KCNQ1 potassium channel; B-score at 10 µM; P51787; AID 2648; CHO-K1 KCNQ1, thallium flux FluxOR fluorescence; stronger effect = higher value; 310,000 compounds, 0.35% hits;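 active means fluorescence ratio B-score, a plate-corrected score, at least three library SD, with initial intensity B-score within 5 SD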
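Doses: Single concentration per compound, DMSO matched to controls | Test system: KCNQ1-transfected CHO-K1 cells | Timing: 90 min dye loading and 20 min compound exposure, both at room temperature | Measured by: Kinetic FluxOR thallium fluorescence, 10-s 1-Hz baseline, 110-s post-stimulus read | Medium: Assay buffer with matched DMSO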
RGS4 inh = inhibitors of human RGS4; HEK293 M3R/RGS4 inducible, Fluo-4 calcium flux; stronger effect = higher value; triggered by carbachol at its EC20; B-score at 10 µM; 310,000 compounds, 0.45% hits; AID 463165;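 active means B-score, a plate-corrected calcium signal, over three deviations above library mean, with baseline fluorescence within five deviations of library mean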;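 further: RGS4 expression induced by doxycycline in cells with stable M3 receptor; B-score is computed from the integrated fluorescence ratio over baseline after carbachol; higher B-score means a larger calcium signal and so more RGS4 inhibition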
Target sequence (P49798 whole entry, looked up): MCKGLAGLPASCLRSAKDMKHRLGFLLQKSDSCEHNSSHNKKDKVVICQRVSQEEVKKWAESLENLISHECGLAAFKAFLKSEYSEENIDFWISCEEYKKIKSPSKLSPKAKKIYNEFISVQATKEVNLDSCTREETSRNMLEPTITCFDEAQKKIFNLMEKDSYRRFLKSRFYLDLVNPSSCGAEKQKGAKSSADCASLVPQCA
ANO1 activ = activators or potentiators of mouse TMEM16A chloride channel | B-score at 10 µM | 340,000 compounds, 0.3% hits | HEK293 TMEM16A/YFP-H148Q/I152L, iodide quench fluorescence; stronger effect = lower value;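 active means fluorescence-ratio B-score plate-corrected deviation score at least 3 library SD below zero, with starting fluorescence score within 5 deviations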;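 further: channel opened by trigger with iodide after compound preincubation; score built on the fluorescence ratio of max minus min over baseline; more negative score means more quench and so TMEM16A activation or potentiation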
hERG protect = hERG (human) protection from proarrhythmic block. activation (rescue from dofetilide block), less the hit threshold, % at 10 µM. CHO-hERG, FluxOR thallium flux, dofetilide IC70 present. AID 1511. Q12809. 310,000 compounds, 0.51% hits;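 active means activation above the mean of controls blocked by dofetilide plus 5 SD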;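 further: thallium influx through hERG after potassium depolarization seen as dye fluorescence rise; in these data hits start at about 4.7%; inactives centre near -7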
Starred values were filed as active, the others as inactive; i = inactive; ? = inconclusive; · = no result given.

SMILES	SKKanGAS inh	RGS4 act	KCNK9 block	HDAC3 inhib	ANO1 block	KCNK3 block	KCNQ1 block	KCNQ1 act	RGS4 inh	ANO1 activ	hERG protect
Fc1cccc(Cl)c1CSc1ccc(-c2cccnc2)nn1	-2	i	-11*	·	i	i	i	i	i	i	-8
CN(C)c1ccc(N2CN=C3SCC(=O)N3C2)cc1	-6	i	i	6	i	i	i	i	i	i	-10
CCc1nnc(NC(=O)CSc2nnc(CNc3ccc(F)cc3)n2C2CCCCC2)s1	3	i	i	1	i	i	i	i	i	i	-9
CCCCCCCCCn1c2c(c(=N)c3c1CCC3)CCCC2	3	-11*	i	·	·	-12*	10*	i	i	i	-31
COc1ccc(Cl)cc1S(=O)(=O)N1CCCC(C(=O)NCc2ccccc2)C1 (configuration not stated)	-13	i	i	-4	i	i	i	i	i	i	-8
Cc1nc(N)c(CC(Br)CBr)c(Cl)n1 (configuration not stated)	14	i	i	-8	i	i	i	i	i	i	-1
COc1ccc(NC(=S)N(CCCN2CCCC2)Cc2cccn2Cc2ccc(Cl)cc2)cc1Cl	10	i	i	12	i	i	i	i	i	i	-7
COc1ccc(NC(=O)COC(=O)C2CCC(C(C)(C)C)CC2)c([N+](=O)[O-])c1 (configuration not stated)	6	i	i	-3	i	i	i	i	i	i	-6
C=C(C)CC1N(c2cccc(OC)c2)C(=O)[C@@H]2C(C(=O)O)[C@H]3C=C[C@@]12O3 (some centres not stated)	-7	i	i	0	i	i	i	i	i	i	-5
Cc1cccc(OCc2nnc(NC(=O)c3cccs3)s2)c1	-8	i	i	6	i	i	i	i	i	i	-13
Cc1cc(NC(=O)c2nn3cccnc3c2Cl)no1	-2	i	i	-7	i	i	i	i	i	i	-17
Cc1ccc(OC(=O)CN2C(=O)c3ccccc3C2=O)cc1C	3	i	i	-9	i	i	i	i	i	i	-2
O=C(NCc1ccco1)/C(=C\c1ccco1)NC(=O)c1ccc(Br)o1	0	i	i	5	i	i	i	i	i	i	-7
CCC(=O)Nc1ccc(NC(=S)NC(=O)/C=C/c2ccccc2)cc1	3	i	i	-4	i	i	i	i	i	i	-6
CCOc1ccc(Cl)cc1/C=N/NC(N)=O	-3	i	i	1	i	i	i	i	i	i	-14
CC(C)N1CCC(NC(=O)Nc2ccc3c(c2)OCO3)CC1	9	i	i	-3	i	i	i	i	i	i	-2
COC(=O)N1CCN(c2ccc(Cl)c(Cl)c2)CC1	-21	i	i	2	i	i	i	i	i	i	-12
N#CCCN(Cc1cccs1)C(=O)Nc1ccc(F)cc1	-6	i	i	2	i	i	i	i	i	i	-7
Cc1ccc(NC(=O)CCNS(=O)(=O)c2cccc3nsnc23)cc1F	2	i	i	4	i	i	i	i	i	i	-8
O=C(/C=C/c1ccc2c(c1)OCO2)NCc1cn2cc(Cl)ccc2n1	-6	i	i	5	i	i	i	i	i	i	-6
Cc1nc2ccccc2c2oc(C(=O)NCc3ccccn3)cc12	-10	i	i	-6	25*	i	i	i	i	i	-13
CCOCc1cc(CN2CCCC(CNC(=O)c3ccco3)C2)ccc1OC (configuration not stated)	1	i	i	0	i	i	i	i	i	i	-5
O=C(NNC1=NCCC1)c1ccc(Br)cc1	-1	i	i	-1	i	i	i	i	i	i	-8
O=C(NCc1cn(-c2ccccc2)nc1-c1ccc(F)cc1)c1cccc([N+](=O)[O-])c1	2	i	-17*	0	i	-8.8*	i	i	i	i	-9
C/C(CC(C)C)=N\NC(=O)Nc1ccccc1	-8	i	i	10	i	i	i	i	i	i	-5
Cc1c(NC(=O)c2ccc(Br)o2)c(=O)n(-c2ccccc2)n1C	-3	i	i	4	i	i	i	i	i	i	-8
CCc1ccc(NC(=O)Cn2cc([N+](=O)[O-])nc2C)cc1	0	i	i	-1	i	i	i	i	i	i	-4
O=C(CSCc1ccccc1)Nc1ccc(S(=O)(=O)N2CCOCC2)cc1	-5	i	i	-3	i	i	i	i	i	i	-7
COc1ccc(C(C(=O)NC2CCCCC2)N(C(=O)CCl)c2ccc(C)cc2)cc1 (configuration not stated)	1	i	i	-2	i	i	i	i	i	i	-9
C=CCOc1cccc(C2C(C(=O)c3ccco3)=C(O)C(=O)N2CCN(CC)CC)c1 (configuration not stated)	4	i	i	1	i	i	i	i	i	i	-11
CCN(CC)S(=O)(=O)c1cccc(C(=O)N[C@H](C(=O)Nc2nc3ccccc3s2)C(C)C)c1	25	i	i	-6	i	i	i	i	i	i	-6
COc1cc(-c2nc(-c3ccc4c(c3)-c3ccccc3S4(=O)=O)c(-c3ccccc3)[nH]2)cc(OC)c1O	66*	i	-16*	1	i	-10*	6*	i	i	i	-9
Cc1ccc(S(=O)(=O)NNC(=O)c2cnn(-c3ccccc3)c2C(F)(F)F)cc1	-1	i	i	-3	i	i	i	i	i	i	-12
CCS(=O)(=O)N1N=C(c2ccccc2)CC1c1ccc2nccnc2c1 (configuration not stated)	-2	i	i	8	i	i	i	i	i	i	-7
C#CCOCCOCCOCCNc1nc(N2CCN(C(=O)[C@H]([C@@H](C)CC)n3cc(CCC(=O)O)nn3)CC2)nc(N2CCN(C(=O)[C@H](C)n3cc(CCCN=C(N)N)nn3)CC2)n1	-1	i	i	2	i	i	i	i	i	i	-2
Cc1ccc(Cn2cnc3c(nnn3Cc3ccc(Cl)cc3)c2=O)cc1	-5	i	i	-1	i	i	i	i	i	i	-6
CCN(CCNC(=O)CN(C)S(=O)(=O)c1cccc2nsnc12)c1ccccc1	0	i	i	1	i	i	i	i	i	i	-10
O=C(CSc1nnc(-c2ccncc2)n1-c1ccc(Cl)cc1)N1CCOCC1	10	i	i	-7	i	i	i	i	i	i	-4
CCOc1ccc(NC(=S)NC(=O)c2cnn(CC)c2)c([N+](=O)[O-])c1	3	i	i	·	·	i	i	i	i	i	-6
COc1ccc(C(=O)NNC(=S)NC(=O)c2ccc(Br)o2)cc1OC	66*	i	i	9	i	i	i	i	i	i	-16
O=C(Nc1cccc([N+](=O)[O-])c1)C(=O)N1CCCCC1	-5	i	i	5	i	i	i	i	i	i	-4
Cc1ccc(NC(=O)Nc2cccc([N+](=O)[O-])c2)nc1	-22	i	i	·	i	i	i	i	i	i	-6
O=C(NCc1ccco1)c1cccc(Br)c1	-3	i	i	4	i	i	i	i	i	i	-4
CC(C)(C)c1ccc(OC(=O)c2ccc(-n3cncn3)nc2)cc1	7	i	i	3	i	·	i	i	i	·	-10
COc1ccc(CNC(=O)CCc2nc3cc(S(=O)(=O)N(C)C)ccc3n2C)cc1OC	-2	i	i	-8	i	i	i	i	i	i	-10
O=[N+]([O-])c1ccccc1S(=O)(=O)N(CC1CO1)c1ccccc1 (configuration not stated)	1	i	i	1	i	i	i	i	i	i	-8
O=C(Cc1ccccc1)Nc1ccc(SC(F)F)cc1	-2	i	i	-1	i	i	i	i	i	i	-9
CC(C)N1CC(C(=O)Nc2ccc(Br)c(Cl)c2)CC1=O (configuration not stated)	4	i	i	3	i	i	i	i	i	i	-7
CC(CCc1ccccc1)NS(=O)(=O)c1ccccc1 (configuration not stated)	-2	i	i	-4	i	i	i	i	i	i	-8
Clc1ccc(NCc2cccnc2)cc1	8	i	i	13	i	i	i	i	i	i	-3
CC(C)Cn1c(-c2ccccc2)nc(=S)c2c1CCCC2	-8	i	i	-6	i	i	i	i	i	i	-4
O=C(/C=C/c1ccc(Br)o1)NCCCN1CCOCC1	3	i	i	3	i	i	i	i	i	i	0
O=C(Nc1ccccc1C(=O)N1CCCC1)c1cccc(S(=O)(=O)N2CCCCCC2)c1	-3	i	i	-3	i	i	i	i	i	i	-6
O=C1NC2(NN1c1ccccc1)C1CC3CC(C1)CC2C3 (configuration not stated)	-2	i	i	2	i	i	i	i	i	i	-6
CCC1(C)Cc2c(sc3nnn(CC(=O)Nc4cccc5ccccc45)c(=O)c23)CO1 (configuration not stated)	7	i	i	-13	i	i	i	i	i	i	-21
O=C(Cn1cc2c(n1)CCCC2)NCC1CCCO1 (configuration not stated)	0	i	i	-4	i	i	i	i	i	i	-3
COc1ccc(NC(=S)Nc2cc(C(F)(F)F)ccc2F)cc1	-19	i	i	2	i	i	i	i	i	i	-3
O=C(Cn1nnc(-c2ccccc2)n1)NNC(=O)c1ccccc1	2	i	i	0	i	i	i	i	i	i	-9
CC1=C(C(=O)NC(C)CCc2ccccc2)C2(CCC(C)CC2)OC1=O (configuration not stated)	-11	i	i	-1	i	i	i	i	i	i	-3
Cc1ccccc1C1CC(c2ccccc2OC(F)F)Nc2ncnn21 (configuration not stated)	32	i	i	3	i	i	i	i	5.3*	i	-7

RGS4 inh: what is marked active above
| SMILES | KCNK9 block | HDAC3 inhib | KCNK3 block | KCNQ1 block | KCNQ1 act | RGS4 inh | ANO1 activ |
| --- | --- | --- | --- | --- | --- | --- | --- |
| Cc1ccccc1C1CC(c2ccccc2OC(F)F)Nc2ncnn21 (configuration not stated) | i | 3 | i | i | i | 5.3* | i |

The list continues.
SMILES	SKKanGAS inh	RGS4 act	KCNK9 block	HDAC3 inhib	ANO1 block	KCNK3 block	KCNQ1 block	KCNQ1 act	RGS4 inh	ANO1 activ	hERG protect
CN(CC(=O)Nc1ncn[nH]1)S(=O)(=O)c1ccc(Cl)cc1	-2	i	i	-2	i	i	i	i	i	i	-9
CC(C)(C)c1ccc(-c2nnc(NC(=O)c3ccccc3)s2)cc1	5	i	i	-2	i	i	i	i	i	i	-8
O=C(CCS(=O)(=O)c1cccc2nsnc12)NCc1ccccc1	0	i	i	2	i	i	i	i	i	i	-9
COc1ccccc1C(=O)NCC1(c2ccccc2)CCCC1	7	i	i	4	i	i	i	i	i	i	-10
O=C(Nc1cnn(Cc2ccc(Cl)c(Cl)c2)c1)C12CC3CC(CC(C3)C1)C2	?	i	i	8	i	i	i	i	i	i	-3
Cc1cc(=O)oc2cc(OCC(=O)NCCCn3ccnc3)ccc12	1	i	i	4	i	i	i	i	i	i	-8
COc1cc(OC)c2ccc(=O)oc2c1C(CC(=O)N1CCCC1)c1ccc2c(c1)OCO2 (configuration not stated)	8	i	i	0	i	i	i	i	i	i	-16

Compound activity (PubChem BioAssay)
